Source: PubChem
AddAB inh: growth inhibition of E. coli expressing H. pylori AddAB, primary screen, AddAB inhibitor project, absorbance; inhibition, % at 11.9 µM; hit rate 0.29% among 330,000; in the data active = inhibition above about 12%;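 also: 0% = vehicle wells of infected cells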
phage Ecoli inh: growth loss of phage-infected E. coli, primary screen, RecBCD inhibitor project, absorbance, with phage, HTS. hit rate 0.26% among 360,000. AID 651602, 2012. inhibition, % at 11.9 µM; in the data active = inhibition above about 11%
Ecoli viability: E. coli V3065 growth inhibition, primary screen, counter-screen for AddAB inhibitor project, absorbance, OD600. 18 h. inhibition, % at 11.9 µM. hit rate 0.27% among 330,000;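 active = inhibition above the campaign's mean inhibition across all tested compounds plus 3 SD, cut at about 9.9% in these data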;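 also: uninfected addAB+ strain grown without phage in ampicillin broth; 0% = DMSO wells and 100% = ciprofloxacin 0.95 µg/ml wells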
DSG3 Ab inh: inhibitors of pemphigus antibody binding to DSG3, primary screen, biochemical, bead-based, flow cytometry, scFv-GFP; binding (percent of control), % at 10 µM; hit rate 0.48% among 310,000; DSG3-coupled beads, scFv-anti-DSG3-GFP binding; hits give low values; Desmoglein-3 (Homo sapiens), P32926;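 active = binding more than 3 SD below its plate's average and above zero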;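 also: hits lower antibody fragment binding to DSG3; some compounds called inactive have numbers as strong as hits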
PKA-R1A act: activators of PKA-R1A holoenzyme, primary screen, biochemical, fluorescence polarization, Cy5-IP20, bovine R1A, mouse PKAc | cAMP-dependent protein kinase type I-alpha regulatory subunit (Bos taurus) + … | PKA-R1A dissociation; scaled: DMSO 0%, 113 µM cGMP 100% | activation, % at 11.4 µM | hit rate 0.083% among 340,000 | AID 504707, 2011;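 active = percent activation above the mean of all tested compounds plus 3 SD, cut at about 19% in these data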;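 also: higher means more PKAc released from R1A so a rise in polarization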
Tat transport: E. coli Tat export inhibitors, primary screen, MC4100, TorA-mCherry reporter, fluorescence, single point | inhibition, % at 10 µM | hit rate 0.036% among 340,000;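 active = mean replicate inhibition at least 50% and at least half of replicates individually reaching 50%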;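 also: exported cargo escapes ClpAP degradation while cytoplasmic cargo is degraded and loses fluorescence; 0% = median of neutral control wells and 100% = median of NaSCN control wells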
Arrestin-AP2 inh: inhibitors of beta-arrestin/AP2 binding, primary screen, biochemical, GPCR trafficking, flow cytometry | beta-arrestin 1 C-terminal peptide binding to AP2 beta2-adaptin appendage (human) | hit rate 0.31% among 340,000 | inhibition, % at 10 µM | FITC-arrestin peptide / GST-AP2 beads; AP2 beta2 appendage carries R879A mutation | AID 504490, 2011;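 active = inhibition above a set limit, near 3 SD of compounds lacking own fluorescence, cut at about 54% in these data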;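 also: plate controls were DMSO wells for no effect and 5 µM unlabelled arrestin peptide for full effect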
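Assay system: GST-AP2 R879A bound to glutathione beads, E. coli-expressed; Medium: PBS with 0.05% Tween 20 and 0.1% BSA; Also added: fluorescein-tagged arrestin peptide at 50 nM final; Timing: 12 min plus 1 h, RT; Measured by: flow cytometry, FL1 (488/535 nm); Evaluation: percent drop in bead-associated FITC signal.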
OPRM1-OPRD1 inv: inverse agonists of MOR-DOR heterodimerization, primary screen, cell-based, luminescence. inhibition, % at 9.3 µM. cell-based MOR-DOR heterodimer luminescence, inverse agonism. Mu-type opioid receptor (Homo sapiens) + Delta-type opioid receptor (Homo sapiens), …. AID 504357, 2011. hit rate 0.21% among 340,000; in the data active = inhibition above about 22%, passing the limit was not always enough;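 also: 0% = cells with DMSO and 100% = wells without cells with DMSO; values of inactives mirror those of a sister screen read the other way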
Target sequence (P35372 whole entry, looked up): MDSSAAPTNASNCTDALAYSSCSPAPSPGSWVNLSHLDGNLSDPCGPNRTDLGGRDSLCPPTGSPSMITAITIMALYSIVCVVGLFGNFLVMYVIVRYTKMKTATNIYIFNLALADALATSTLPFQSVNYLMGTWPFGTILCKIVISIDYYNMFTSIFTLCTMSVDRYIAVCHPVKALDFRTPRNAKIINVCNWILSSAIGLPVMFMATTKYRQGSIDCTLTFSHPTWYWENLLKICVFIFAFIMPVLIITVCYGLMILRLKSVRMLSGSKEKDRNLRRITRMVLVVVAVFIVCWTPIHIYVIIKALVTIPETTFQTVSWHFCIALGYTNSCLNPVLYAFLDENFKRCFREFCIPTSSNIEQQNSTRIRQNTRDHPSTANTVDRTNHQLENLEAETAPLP
Target sequence (P41143 whole entry, looked up): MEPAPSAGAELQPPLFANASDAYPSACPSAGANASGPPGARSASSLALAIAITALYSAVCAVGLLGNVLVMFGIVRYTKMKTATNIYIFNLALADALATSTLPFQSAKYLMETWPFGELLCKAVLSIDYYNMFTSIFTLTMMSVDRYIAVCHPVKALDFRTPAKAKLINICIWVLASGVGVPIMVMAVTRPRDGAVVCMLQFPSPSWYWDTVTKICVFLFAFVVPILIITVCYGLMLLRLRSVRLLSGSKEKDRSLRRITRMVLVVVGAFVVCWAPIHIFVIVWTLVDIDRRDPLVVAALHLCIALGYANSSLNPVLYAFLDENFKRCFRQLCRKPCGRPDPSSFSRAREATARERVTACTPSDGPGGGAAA
Mot1-301 SUMO: yeast Mot1-301 growth rescue at high temperature, primary screen, SUMOylation pathway inhibitor project, S. cerevisiae, ATP luminescence, 38.5C; S. cerevisiae Mot1-301 growth rescue; percent above DMSO median, 100 means doubled; growth rescue, % at 18.8 µM; hit rate 1% among 320,000; AID 2716, 2010;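 active = every valid replicate shows activation above 250% relative to neutral control wells; inactive = the rest, any valid replicate at or below 250%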;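 also: OY570 slx delta 5 strain wells were the positive control but not used for scaling; some compounds called inactive have numbers as strong as hits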
OPRM1-OPRD1 ag: agonists of OPRM1-OPRD1 heterodimerization, primary screen, cell-based, luminescence; Mu-type opioid receptor (Homo sapiens) + Delta-type opioid receptor (Homo sapiens), …; cells; activation, % at 9.3 µM; hit rate 0.3% among 340,000; AID 504326, 2011; in the data active = activation above about 18%;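 also: 0% = vehicle-treated cells and 100% = reference agonist; values of inactives mirror those of a sister screen read the other way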
PfHsp90 yeast 2: growth inhibition of PfHsp90-expressing yeast, primary screen, antimalarial PfHsp90 inhibitor project, S. cerevisiae, BacTiter-Glo luminescence, single point, set 2; BacTiter-Glo ATP, 48 h; yeast lacking PDR1 and PDR3 efflux regulators; inhibition, % at 9.4 µM; hit rate 0.32% among 310,000;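 active = every replicate shows inhibition above about 80%, whatever the replicate mean, limit read from the data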;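 also: 0% = DMSO neutral controls and 100% = 20 µM radicicol positive controls; yeast relying on Plasmodium falciparum Hsp90 in place of its own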
Active calls of the source: *; . = no result given.

(1) COc1ccc(N2CCN(C(=O)C(=O)c3c(C)n(C)c4ccccc34)CC2)cc1
(2) O=C(CN1C(=O)S/C(=C/c2cccnc2)C1=O)N1CCOCC1
(3) C=CCn1c(C)cc(C)c(C#N)c1=O
(4) CCOc1cc(C(C(=O)NCC2CCCO2)N(C(=O)Cn2nnc3ccccc32)c2ccccc2C)ccc1O (stereo not drawn)
(5) N#Cc1c(-c2ccco2)ccn(Cc2ccc(F)cc2)c1=O
(6) COc1ccc(/C=C2\SC(=S)N(N3CCOCC3)C2=O)c(OC)c1
(7) CN(C)C(=O)c1ccc(N/C=C(\C=O)c2nc3ccccc3o2)cc1
(8) CCOC(=O)COc1cc(-n2c(=S)[nH]c3ccccc3c2=O)c(Cl)cc1Cl

entry no.	1	2	3	4	5	6	7	8
AddAB inh	-0.8	0.8	4.3	2.3	8.0	-0.8	3.2	2.8
phage Ecoli inh	4.0	2.8	2.6	1.2	5.0	2.3	4.0	2.1
Ecoli viability	-0.3	-1.8	1.5	0.2	4.8	-2.2	0.9	1.7
DSG3 Ab inh	89	96	103	.	98	111	98	112
PKA-R1A act	4	-6	9	-4	-6	-1	-4	13
Tat transport	5	-2	-7	0	-7	5	11	5
Arrestin-AP2 inh	2	29	9	-6	43	12	-2	13
OPRM1-OPRD1 inv	6	2	17	15	10	12	16	0
Mot1-301 SUMO	313	-7	-5	26	-4	-9	-12	24
OPRM1-OPRD1 ag	-1.2	-0.3	-3.6	-2.9	-1.8	-2.3	-2.9	0.1
PfHsp90 yeast 2	10	1	.	-88	-28	0	11	-1

(9) Cn1c(N2CCN(C(=O)Nc3ccc(F)cc3)CC2)nc2ccccc21
(10) Cc1nc2cc(N3CCCCC3)c(NC(=O)c3ccncc3)cc2c(=O)n1Cc1ccccc1
(11) O=C(c1ccccc1)c1cnc[nH]1
(12) CCc1cccc2sc(NC(=O)C3CC3)nc12
(13) Cc1cc(-c2ccc(C)c(S(=O)(=O)Nc3cc(C)on3)c2)on1
(14) CCNc1nc(NCC)n2c(SCC(=O)Nc3ccc(C(F)(F)F)cc3[N+](=O)[O-])nnc2n1
(15) O=C(c1ccc(Cn2cc([N+](=O)[O-])cn2)o1)N1N=C(C(F)F)CC1(O)C(F)F (stereo not drawn)
(16) O=S1(=O)CCOC[C@H](Cc2ccccc2)N1Cc1ccc(Cl)cc1

entry no.	9	10	11	12	13	14	15	16
AddAB inh	1.4	.	-0.4	3.7	-2.3	-1.3	2.5	3.7
phage Ecoli inh	1.6	-0.2	0.3	2.9	2.5	1.9	.	1.7
Ecoli viability	-2.5	.	0.5	-0.6	-1.1	-2.2	0.9	-0.5
DSG3 Ab inh	.	95	97	103	100	102	128	101
PKA-R1A act	-9	0	-5	-5	1	-1	-13	-1
Tat transport	-17	4	-8	-2	-9	-7	2	8
Arrestin-AP2 inh	10	-4	7	-8	-9	-4	-2	9
OPRM1-OPRD1 inv	11	-18	12	11	3	-4	-22	-18
Mot1-301 SUMO	12	.	120	-5	259	10	274	49
OPRM1-OPRD1 ag	-1.9	3.2	-2.5	-2.0	-0.6	0.7	3.9	3.3
PfHsp90 yeast 2	14	-8	-14	-23	-16	-5	.	.

Overlap with the part before: three entries; new compounds follow.
(14) CCNc1nc(NCC)n2c(SCC(=O)Nc3ccc(C(F)(F)F)cc3[N+](=O)[O-])nnc2n1
(15) O=C(c1ccc(Cn2cc([N+](=O)[O-])cn2)o1)N1N=C(C(F)F)CC1(O)C(F)F (stereo not drawn)
(16) O=S1(=O)CCOC[C@H](Cc2ccccc2)N1Cc1ccc(Cl)cc1
(17) COc1ccc(N(Cc2cc3cccc(C)c3[nH]c2=O)S(=O)(=O)c2ccc(Cl)cc2)cc1
(18) O=C(Cc1cccs1)Nc1ccccc1C(=O)O
(19) O=[N+]([O-])c1ccc(Oc2cc(NC3CCCCCCC3)c([N+](=O)[O-])cc2[N+](=O)[O-])cc1
(20) O=C(c1ccc(Br)s1)N1CCN(C/C=C/c2ccccc2)CC1
(21) Cc1ccc(NC(=O)c2cccc(Oc3ccc([N+](=O)[O-])cc3)c2)c(C(=O)O)c1
(22) O=C(CN1C(=O)C2C3C=CC(C3)C2C1=O)OCC(=O)c1ccc(Br)cc1 (stereo not drawn)
(23) Cc1cc(C)n(-c2ccc(NC(=O)C3CCCCN3C(=O)c3ccoc3)cc2)n1 (stereo not drawn)
(24) CN(CC(=O)Nc1ccc(Cl)c(C(F)(F)F)c1)C(=O)c1cccc2cccnc12

entry no.	14	15	16	17	18	19	20	21	22	23	24
AddAB inh	-1.3	2.5	3.7	2.9	3.6	-0.4	1.8	3.0	5.7	.	-0.9
phage Ecoli inh	1.9	.	1.7	1.4	1.3	2.5	2.0	1.3	2.0	0.0	-1.2
Ecoli viability	-2.2	0.9	-0.5	0.5	2.2	-3.5	0.9	1.4	0.1	.	-2.3
DSG3 Ab inh	102	128	101	97	100	99	104	106	100	.	.
PKA-R1A act	-1	-13	-1	-13	0	-6	1	2	-13	0	4
Tat transport	-7	2	8	-8	2	1	7	1	-4	-7	2
Arrestin-AP2 inh	-4	-2	9	0	28	4	-6	24	4	14	-7
OPRM1-OPRD1 inv	-4	-22	-18	14	15	6	7	-6	23	10	7
Mot1-301 SUMO	10	274	49	12	-46	25	8	2	510	-14	2
OPRM1-OPRD1 ag	0.7	3.9	3.3	-2.6	-3.5	-1.1	-1.1	1.1	-5.7	-1.8	-1.8
PfHsp90 yeast 2	-5	.	.	-8	8	-8	.	-1	14	-17	-1

(25) C=CCn1c(SCc2c(C)noc2C)nc2cc(C(=O)O)ccc2c1=O
(26) C[n+]1cccc(O)c1SCc1ccccc1
(27) CCOC(=O)c1c(C)[nH]c(C)c1S(=O)(=O)NCc1cc(C)ccc1C
(28) O=C(c1cnn2c(C(F)(F)F)cc(-c3cccs3)nc12)N1CCOCC1
(29) COc1ccc(NC(=S)NN2CCN(C)CC2)cc1
(30) CCOc1ccc(NC(=O)C2CCCN(C)C2)cc1 (stereo not drawn)
(31) O=C(NCc1cccc(Cl)c1)c1ccc2c(c1)OCCO2
(32) Cc1[nH]c2ccc(C(=O)OC(C)C(=O)N(C)c3ccccc3)cc2c1C (stereo not drawn)

entry no.	25	26	27	28	29	30	31	32
AddAB inh	0.8	3.0	1.3	-0.2	-0.8	1.2	3.3	-0.3
phage Ecoli inh	2.3	3.6	0.3	4.7	1.7	2.1	3.1	.
Ecoli viability	-1.5	-1.2	1.7	-1.8	1.4	3.9	0.5	-0.8
DSG3 Ab inh	103	101	93	101	107	99	110	101
PKA-R1A act	-3	-4	-4	-8	-5	-19	-6	5
Tat transport	-1	-5	-13	2	2	4	-8	8
Arrestin-AP2 inh	-7	19	4	7	4	5	16	-5
OPRM1-OPRD1 inv	16	1	7	13	-17	4	1	-14
Mot1-301 SUMO	-5	6	3	-9	0	1	9	9
OPRM1-OPRD1 ag	-3.0	-0.2	-1.3	-2.7	3.2	-0.8	-0.3	2.9
PfHsp90 yeast 2	.	-19	31	10	-3	11	-13	-9

(33) COc1ccc(/C=C/C(=O)N2CC(C)OC(C)C2)cc1OC (stereo not drawn)
(34) CN(C)CCOC(=O)CCCCCCCCC(=O)OCCN(C)C
(35) Cc1cccc(/C=C2/Sc3ccc(C(=O)NCCN4CCCC4)cc3NC2=O)c1
(36) COC(=O)c1c(-c2ccc(C)cc2)csc1NC(=S)NC(=O)c1cc(OC)cc(OC)c1
(37) CCc1cc[n+](C(C(=S)Nc2cccc(C)c2)=C([O-])c2ccc(C)c([N+](=O)[O-])c2)cc1
(38) Cc1cccc(CNC(=O)C2CCC(=O)N(CCc3cccc(F)c3)C2)n1 (stereo not drawn)
(39) COC(=O)c1ccc(NC(=S)NC2CC(C)(C)NC(C)(C)C2)cc1
(40) Cc1ccc(N=C(N)N=C(N)N)c(C)c1

entry no.	33	34	35	36	37	38	39	40
AddAB inh	0.2	1.8	-0.3	1.2	.	.	1.1	0.7
phage Ecoli inh	3.5	1.4	-0.5	2.0	-1.2	1.8	0.0	1.6
Ecoli viability	-0.3	1.2	-2.6	0.4	.	.	-2.5	-1.2
DSG3 Ab inh	105	.	115	96	108	99	102	.
PKA-R1A act	-3	-2	3	4	5	1	-8	-6
Tat transport	-8	0	21	-4	13	-1	3	6
Arrestin-AP2 inh	12	-4	1	4	3	-4	-34	-15
OPRM1-OPRD1 inv	-11	11	2	9	13	2	-8	18
Mot1-301 SUMO	0	54	13	3	.	.	21	-4
OPRM1-OPRD1 ag	2.1	-2.3	-0.4	-1.4	-2.6	-0.4	1.8	-3.7
PfHsp90 yeast 2	-4	-7	2	8	-10	1	4	15

(41) CCOc1cc(/C=C2\SC(=O)N(c3ccc(O)cc3)C2=O)ccc1O
(42) CC(C)C1Oc2ccccc2N(CC(=O)N(Cc2ccccn2)CC2CCCO2)C1=O (stereo not drawn)
(43) CC(=O)N1C(O)CC(C)N1c1ccccc1 (stereo not drawn)
(44) Cn1c(=O)c2c(nc(CN3CCN(CCO)CC3)n2Cc2cccc3ccccc23)n(C)c1=O
(45) Cc1ccn2c(=O)nc(SCC(=O)OCc3ccccc3)nc2c1
(46) Cc1cccc(NC(=S)N/N=C/c2cccc(O)c2)c1C
(47) Cc1ccc(N2C(=O)C(NC(=O)c3ccccc3F)(C(F)(F)F)C3=C2CC(C)(C)CC3=O)cc1 (stereo not drawn)
(48) CCOC(=O)N1CCN(S(=O)(=O)c2cc(OCC)ccc2OCC)CC1

entry no.	41	42	43	44	45	46	47	48
AddAB inh	1.0	-0.2	2.9	-0.8	3.7	6.0	3.4	2.9
phage Ecoli inh	1.8	3.4	5.1	3.2	4.0	0.8	3.8	-0.2
Ecoli viability	2.3	-1.1	1.8	-1.4	1.6	0.8	-1.8	0.6
DSG3 Ab inh	103	98	98	101	90	92	96	107
PKA-R1A act	-2	-6	-3	3	7	-12	6	-8
Tat transport	-6	15	-12	-9	-9	2	12	-4
Arrestin-AP2 inh	3	1	-2	-2	-2	-4	15	28
OPRM1-OPRD1 inv	-8	18	12	4	9	-5	-13	14
Mot1-301 SUMO	8	-6	-6	9	136	-12	-9	-10
OPRM1-OPRD1 ag	1.5	-3.5	-2.3	-0.7	-1.4	1.0	2.5	-2.5
PfHsp90 yeast 2	-15	.	-66	.	.	4	2	-28
